# Bioassay records as filed in PubChem BioAssay.
# SMARCA2 activ = SMARCA2 function activation, primary screen; 1% of 370,000 active; AID 652017; MG213 cells, MMTV-luciferase reporter, dexamethasone, overnight; activation, % at 9.1 µM; in the data active means activation above about 7.8%;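 further: 0% = vehicle wells and 100% = reference activator wells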
# NPR1 activator = GC-A (human) enzyme activation; HEK293 GC-A cells, cGMP TR-FRET, EC30 ANP; 0% at EC30 ANP, 100% saturating ANP; P16066; AID 1671463; 0.14% of 370,000 active; activation, % at 10 µM; in the data active means activation above about 40%
# DAX1 inh-1 = inhibitors of DAX1 repression of SF-1 activated StAR promoter | HEK293T StAR-luciferase reporter, SF-1/DAX-1 repression relief | inhibition, % at 6.8 µM | 1.1% of 370,000 active | AID 652010;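 active means inhibition above the mean over all tested compounds plus 3 SD, cut at about 3.6% in these data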;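 further: 0% = DAX-1 cells with DMSO and 100% = cells lacking DAX-1 with DMSO; higher inhibition means more luminescence from relief of DAX-1 repression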
# sPLA2-III inh = Inhibits HGIII-sPLA2 liposome hydrolysis, primary screen; 0.56% of 370,000 active; AID 743126; QFRET BODIPY PC-A2 liposome hydrolysis, fluorescence; Q9NZ20; inhibition, % at 12.2 µM;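 active means inhibition above mean plus 3 SD of compounds lying within the high and low control bounds, cut at about 19% in these data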;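 further: 0% = median of test compound wells and 100% = no enzyme DMSO wells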
# Target sequence (Q9NZ20 whole entry, looked up): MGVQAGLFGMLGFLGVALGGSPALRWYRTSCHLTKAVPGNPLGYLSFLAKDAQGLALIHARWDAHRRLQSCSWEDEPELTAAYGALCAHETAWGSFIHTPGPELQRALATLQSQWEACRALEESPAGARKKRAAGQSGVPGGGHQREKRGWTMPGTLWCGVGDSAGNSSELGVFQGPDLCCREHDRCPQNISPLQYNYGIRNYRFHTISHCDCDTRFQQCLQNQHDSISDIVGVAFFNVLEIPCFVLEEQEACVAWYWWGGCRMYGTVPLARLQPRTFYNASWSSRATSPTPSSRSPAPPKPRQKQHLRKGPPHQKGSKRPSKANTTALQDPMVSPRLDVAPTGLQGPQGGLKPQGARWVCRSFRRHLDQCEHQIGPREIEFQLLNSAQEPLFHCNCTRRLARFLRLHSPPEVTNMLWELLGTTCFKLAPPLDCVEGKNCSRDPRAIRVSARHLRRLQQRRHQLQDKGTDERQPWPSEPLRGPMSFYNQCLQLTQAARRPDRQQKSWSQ
# ssDAF12 agonist = activates DAF-12 receptor from parasite S. stercoralis | 1% of 370,000 active | HEK293 ssDAF-12/GRIP1 lit1-tk-luc reporter, luminescence; % of 3 µM dafachronic acid response | activation, % at 6.8 µM;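 active means activation above the mean over all tested compounds plus 3 SD, cut at about 0.9% in these data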;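 further: 0% = DMSO-only wells and 100% = 3 µM delta7-dafachronic acid wells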
# NPR2 activator = GC-B (human) receptor activation | P20594 | HEK293-GC-B cells, CNP EC30, cGMP TR-FRET; 0% at EC30 CNP, 100% saturating CNP | activation, % at 10 µM | 0.11% of 370,000 active | AID 1920062;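 active means activation at 10 µM reaching about 35% in either raw or pattern-adjusted values, limit read from the data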
# FXN GAA850 act = activators of GAA850 frataxin (FXN) promoter; HEK293 lucGAA850 FXN promoter luciferase reporter, 24 h; percent of 10 µM SAHA response; 0.56% of 360,000 active; activation, % at 6 µM;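 active means activation above the average of all compounds screened plus 3 SD, cutoff fixed separately per campaign, cut at about 7.5% in these data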;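 further: 0% = DMSO wells and 100% = 10 µM SAHA wells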
# hgDAF-12 ag = activates the H. glycines DAF-12 receptor ligand-binding domain; HEK293 GAL4-hgDAF12 UAS-luciferase reporter, agonist luminescence; normalized to butyrate control; activation, % at 6.8 µM; 1.8% of 370,000 active; AID 687014;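 active means activation above a cutoff set at the mean of all screened compounds plus 3 SD, cut at about 10% in these data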;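 further: 0% = DMSO wells and 100% = sodium butyrate wells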
# hcDAF-12 act = activators of H. contortus DAF-12 nuclear receptor | 1.4% of 370,000 active | AID 652067 | HEK293 hcDAF-12 lit1-tk-luc reporter, luminescence; 0% DMSO, 100% Δ7-dafachronic acid | activation, % at 6.8 µM;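 active means activation above the mean of all tested compounds plus 3 SD, cut at about 5.5% in these data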;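 further: 100% = response to 3 µM Δ7-dafachronic acid high control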
# DAX1 inh-2 = inhibits human nuclear receptor DAX1; P51843; HEK293 Gal4-DAX1 luciferase reporter, luminescence; inhibition, % at 6.75 µM; 0.99% of 340,000 active; AID 504766;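 active means inhibition above the mean over all tested compounds plus 3 SD, cut at about 4.2% in these data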;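 further: 0% = DAX1-transfected cells with DMSO and 100% = empty-vector control cells with DMSO; inhibition shows as a rise in luminescence from relieved DAX1 repression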
# Target sequence (P51843 207-470 limits assumed): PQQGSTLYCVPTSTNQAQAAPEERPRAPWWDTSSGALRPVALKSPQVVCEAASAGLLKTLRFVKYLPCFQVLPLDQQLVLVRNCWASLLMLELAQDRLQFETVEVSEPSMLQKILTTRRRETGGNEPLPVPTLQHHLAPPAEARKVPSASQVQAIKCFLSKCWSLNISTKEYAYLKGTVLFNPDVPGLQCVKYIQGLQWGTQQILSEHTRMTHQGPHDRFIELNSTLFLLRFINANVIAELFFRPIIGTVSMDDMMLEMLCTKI
# ADAM10 inh = inhibits human ADAM10 | inhibition, % at 7 µM | recombinant ADAM10, EDANS/DABCYL FRET peptide cleavage, 3 h | 0.62% of 370,000 active | O14672;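 active means inhibition above a per-campaign cutoff equal to the mean of compounds falling between control-based bounds plus 3 SD, cut at about 20% in these data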;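 further: 0% = DMSO wells while the 100% control is not disclosed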
# * = called active by the depositor; i = inactive; . = no result given; & = joins results of further samples.
SMILES,SMARCA2 activ,NPR1 activator,DAX1 inh-1,sPLA2-III inh,ssDAF12 agonist,NPR2 activator,FXN GAA850 act,hgDAF-12 ag,hcDAF-12 act,DAX1 inh-2,ADAM10 inh
COc1cc(C)c(CN2CCC(Cc3ccccc3)CC2)cc1C,3.2,-7.1,-0.2,-2.3,-0.1,0.8,0.7,6.9,0.5,0.0,4.0
COc1cc(C(=O)Oc2ccc(/C=N/NC(=O)c3ccncc3)cc2)cc(OC)c1OC,2.0,4.0,-0.8,-0.6,-1.3,8.1,-1.7,1.2,-1.1,-0.3,7.5
Cc1ccc(C)c(N2CCN(CCCNC(=O)Cn3c(=O)c4cccn4c4cccnc43)CC2)c1,-1.5,-16.6,-0.2,-10.0,-0.7,-14.7,-2.3,0.6,0.0,0.4,-8.0
CCc1ccn2cc(-c3ccc4c(c3)OCO4)nc2c1,-5.0,3.2,-0.4,-2.8,-1.7,-1.8,-8.9,-3.0,0.6,.,-454.0
CC1CN(C(=O)COC(=O)c2cc(S(N)(=O)=O)c(Cl)cc2Cl)CC(C)O1 (configuration not stated),-2.6,1.7,0.0,14.6,-1.3,6.3,-0.6,0.0,-0.9,0.1,-0.2
O=C(COC(=O)Cc1n[nH]c(=O)c2ccccc12)NNC(=O)c1ccc(Br)cc1,0.5,-1.6,2.7,-21.8,0.4,6.2,0.8,2.8,2.7,1.1,2.8
Cc1ccccc1NC(=O)CC(=O)Nc1ccccc1C,0.1,4.6,-0.3,-16.2,-1.2,-0.4,-0.6,-0.9,0.8,2.0,2.1
Cc1cc(Br)cc2c1N(C)C(=O)C2(c1ccc(O)cc1)c1ccc(O)cc1,2.0,1.6,0.1,-13.6,-0.7,3.9,0.4,-0.9,-0.5,.,3.4
CCOc1ccc(N(CC(=O)N2CCN(c3ccccc3)CC2)S(=O)(=O)c2c(C)noc2C)cc1,-0.8,-2.4,-0.4,9.5,-0.7,-1.2,-0.9,-0.1,-1.2,-0.5,-5.1
N#Cc1ccc(S(=O)(=O)N2CCN(c3ncccn3)CC2)cc1,3.1,-2.5,0.3,-1.3,-0.5,-0.8,0.8,1.3,1.1,2.2,7.3
O=C(COc1ccc(C(=O)c2ccccc2)cc1)NCC(=O)Nc1ccccc1Br,0.6,0.2,-0.1,4.5,-1.1,1.1,1.5,-3.0,-0.6,0.0,4.8
CCOc1ccc(-n2c(=O)c3sccc3n(CC(=O)NCCc3ccc(OC)c(OC)c3)c2=O)cc1,-1.8,-3.4,-0.3,2.5,-0.8,-1.2,-0.6,-2.3,-1.1,-0.2,2.5
COCCSc1nnc(NC(=O)Cc2ccc(OC)c(OC)c2)s1,-3.7,6.7,0.1,1.3,-1.7,5.3,0.8,0.2,-1.8,0.5,-10.5
COc1ccc(CCNC(=O)CSc2nc(=O)n3cc(C)ccc3n2)cc1OC,2.9,1.8,0.4,-6.3,-1.1,-3.2,1.7,-1.1,-0.8,2.3,-1.7
CC(=O)O[C@H]1C[C@@]2(C)[C@@H](C[C@@H](O)[C@H]3[C@@]4(C)CC[C@@H](O)[C@@H](C)[C@@H]4CC[C@@]32C)/C1=C(\CCC=C(C)C)C(=O)O,-6.9&-3.1,5.9&-0.5,-0.7&1.4,1.0&-22.4,-0.7&-1.2,5.8&1.7,0.8&1.5,-1.1&-0.2,0.8&-1.1,0.5&-0.3,-2.3&1.6
CC(C)c1cc(C(=O)O)c2cnn(C(C)C)c2n1,-3.5,3.8,0.6,15.7,-1.5,-3.4,0.6,-1.4,0.4,-0.9,-53.0
CCc1ccc(N=C2NC(=O)CS2)cc1,-2.1,2.8,-0.5,0.8,-1.1,5.6,-0.5,0.3,0.4,0.5,-1.1
CCC1=Nc2cc(C(=O)NCc3ccco3)ccc2Sc2ccccc21,-2.8,2.7,-1.8,-17.9,-1.6,1.7,-2.5,4.5,-2.5,-0.5,1.4
CCOC(=O)c1ccc(NC(=O)CNS(=O)(=O)c2ccccc2)cc1,1.9,-1.9,-0.2,-13.3,-1.1,4.5,0.8,1.1,-0.3,-0.8,2.9
Cc1ccc(NC(=O)CCOc2ccccc2)cc1,2.5,1.9,0.8,-4.5,-0.5,2.5,6.0,8.3,1.8,3.8,0.5
CC1(C(=O)NS(=O)(=O)c2ccc(C#N)cc2)CCN1C(=O)C1(c2ccccc2)CC1 (configuration not stated),0.4,1.9,1.0,0.1,-1.3,-0.9,-0.6,-1.1,0.6,.,-7.1
COc1ccccc1CNc1ccc([N+](=O)[O-])cc1C,-1.7,3.6,-0.9,-8.9,-2.1,-4.3,1.9,1.1,-2.1,.,5.6
COc1ccc(S(=O)(=O)N2CCc3ccccc32)cc1C(=O)OCc1nnc(-c2ccccc2)o1,-1.9,-4.1,0.0,0.3,-0.6,-8.6,3.0,0.1,-0.8,0.2,-1.2
CCOc1ccccc1CN1C(=O)C2(OCCO2)c2ccccc21,-1.9,-19.0,-0.5,0.0,-1.0,-1.7,-0.7,-0.2,-1.8,0.2,-10.2
O=C(NN1C(=O)NC2(CCCCC2)C1=O)c1ccc(Cl)s1,1.9,7.8,0.7,-3.1,-1.0,3.0,1.5,-0.5,0.7,0.0,-10.3
# Other results:
SMILES,SMARCA2 activ,NPR1 activator,DAX1 inh-1,sPLA2-III inh,ssDAF12 agonist,NPR2 activator,FXN GAA850 act,hgDAF-12 ag,hcDAF-12 act,DAX1 inh-2,ADAM10 inh
CCN(CC)CCCNC(=O)CCc1c(C)n(CC)c2cc(-c3ccccc3OC)nn2c1=O,2.3,0.6,0.2,-0.6,-1.0,-0.2,1.1,-3.4,-1.8,-1.2,-141.2
Nc1nc2ncccc2cc1C(=O)NC1CC1,-3.4,1.1,1.1,0.9,0.4,0.9,.,5.5,0.6,.,i
COc1ccc(-c2sc3cc(OC)ccc3c2-c2ccc(OCCN3CCCCC3)cc2)cc1,-2.7,9.7,0.3,-6.1,-1.0,-0.4,.,-0.1,-0.5,.,-85.0
COCCn1c(CN2CC(C)CC(C)C2)nc2c1c(=O)n(C)c(=O)n2C (configuration not stated),-1.4,-0.6,0.3,-0.5,-1.2,-1.8,2.9,-2.4,-0.8,1.4,-12.3
CCOC(=O)N1C2c3ccccc3C(c3ccccc32)N1C(=O)OCC,0.3,-25.1,-0.7,1.6,-0.6,-12.7,0.1,3.9,-1.6,0.6,-1.8
Cc1cccc(C(=O)N(NC(=O)Oc2ccccc2)C(C)(C)C)c1,-3.0,-6.5,0.0,9.5,-0.6,-2.6,0.5,-6.2,-3.2,-0.4,-3.2
O=C(c1ccc(N2CCCCC2)c([N+](=O)[O-])c1)N(c1ccccn1)c1ccccn1,-3.3,-4.4,0.0,-1.4,-1.7,-0.3,0.9,-1.7,0.1,0.8,-1.2
O=C(CSc1nc2ccccc2c(=O)n1-c1ccccc1)N1CCc2ccccc2C1,-0.6,-5.8,-0.6,0.4,1.0*,1.4,0.7,-0.3,2.3,-1.2,2.0
CCOc1ccc(CC(=O)N2N=C(C)CC2(O)C(F)(F)F)cc1 (configuration not stated),1.8,-0.3,0.5,-7.0,-0.7,0.0,-0.8,3.6,-0.5,-0.6,3.0
CCOC(=O)[C@]12CCC=C1N(Cc1ccccc1)C(=O)[C@H](CC(=O)NCc1cccc3ccccc13)C2,0.2,-6.4,-1.0,-8.1,-1.4,0.2,.,3.5,-0.5,.,0.2
CCOc1ccccc1NC(=O)c1cc2ccccc2oc1=O,-0.6,-2.7,0.1,1.1,-0.7,-2.4,3.4,0.6,1.4,2.3,8.1
CCOC(=O)[C@]12CCCC=C1N(Cc1ccc3c(c1)OCO3)C(=O)[C@H](CC(=O)NCc1cccc3ccccc13)C2,2.4,-2.3,6.2*,-6.1,-1.3,0.6,.,2.5,-0.7,.,15.2
Cc1n[nH]c(=O)c2c(NC(=O)CSc3ccccc3F)oc(C)c12,-1.3,-3.9,0.2,-1.2,-0.4,-5.5,0.6,2.5,1.8,0.9,-5.8
C[C@H]1C2CC(OC(=O)Nc3cccc(F)c3)C(C2)[C@H]2CCCCN21 (some centres not stated),-1.3,1.5,-0.6,7.5,-0.5,-2.2,.,1.9,-0.6,.,-8.2
Cc1cc(C)nc(SCc2cc(=O)c(OC(=O)c3ccc(S(=O)(=O)N4CCCC4)cc3)co2)n1,-1.7,0.8,0.5,-7.9,-1.1,3.0,4.9,-1.7,-1.0,-0.1,-2.1
CCCc1nnc(NC(=O)CCC(=O)N2CCCCC2CC)s1 (configuration not stated),-1.0,5.5,0.4,-0.2,-1.2,-5.6,-1.4,0.4,1.9,-1.0,0.8
COc1cccc(NC(=O)Nc2cccs2)c1,1.1,7.0,-0.9,-7.6,-0.9,-5.3,1.5,7.5,-1.2,2.5,-13.0
CCCc1c(C(=O)N/N=C/c2ccc(OCc3ccccc3)cc2)nnn1-c1nonc1N,-2.8,0.6,1.2,3.2,-1.5,5.4,-0.7,2.8,-0.7,-0.1,6.2
CC(=O)Nc1ccc(C#Cc2ccc(NC(C)=O)cc2)cc1,-2.7,-7.0,-1.3,-2.7,-2.1,-7.6,-5.1,-6.3,-3.3,-2.2,-16.1
CN(Cc1ccon1)C(=O)CCc1nnc(CCCCc2ccccc2)o1,-2.0,-0.2,-0.1,2.0,-1.6,-6.2,-1.9,-3.1,0.7,0.1,3.6
O=C(Nc1nc(-c2ccc3c(c2)OCO3)cs1)c1ccncc1,-7.4,8.5,-3.2,3.5,-2.5,0.0,-3.0,-7.5,-3.8,-7.5,-5.0
CCCc1cc(=O)oc2cc(C)cc(OCC(=O)NCCCn3ccnc3)c12,-3.4,-7.6,0.4,5.0,-1.1,-11.5,1.4,-2.3,2.4,0.7,-289.7
Cc1ccc(C(=O)NC(C(=O)Nc2cccc(S(N)(=O)=O)c2)C(C)C)cc1 (configuration not stated),1.9,4.3,0.0,-2.2,-1.4,2.4,1.2,2.1,-0.1,0.3,3.5
S=C(Nc1cccnc1)Nc1ccccc1Br,-2.5,2.5,0.9,4.0,-1.3,0.5,4.1,1.0,0.7,-0.4,0.0
COc1ccccc1N1CCN(C(=O)CSc2nnnn2C2CC2)CC1,-1.9,2.8,0.5,0.9,-0.6,1.1,-0.2,5.1,3.3,0.8,-5.3
CC(C(=O)NC1CCCC1)n1c(-c2ccccn2)nc2ccccc21 (configuration not stated),-4.8,-2.5,0.6,5.5,-1.0,0.8,.,2.2,0.1,.,-29.4
COc1ccc(N2CCN(C(CNC(=O)C3CCCCC3)c3cccnc3)CC2)cc1 (configuration not stated),1.8,-1.6,-0.7,4.3,-1.4,1.6,2.3,-0.3,-0.7,-0.3,-6.1

# Profiles from above. Order of screens: SMARCA2 activ | NPR1 activator | DAX1 inh-1 | sPLA2-III inh | ssDAF12 agonist | NPR2 activator | FXN GAA850 act | hgDAF-12 ag | hcDAF-12 act | DAX1 inh-2 | ADAM10 inh
# Nc1nc2ncccc2cc1C(=O)NC1CC1 is listed as -3.4 | 1.1 | 1.1 | 0.9 | 0.4 | 0.9 | . | 5.5 | 0.6 | . | i
# CCOC(=O)N1C2c3ccccc3C(c3ccccc32)N1C(=O)OCC is listed as 0.3 | -25.1 | -0.7 | 1.6 | -0.6 | -12.7 | 0.1 | 3.9 | -1.6 | 0.6 | -1.8
